Bioassay records (PubChem)
aDG glyco up: increases alpha dystroglycan glycosylation; Pro5-aDG cells, alpha-DG glycosylation AlphaScreen (IIH6); 0% Pro5, 100% B10-LARGE cell signal; activation, % at 10 µM; 360,000 compounds, 0.22% hits; AID 624168;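 active = activation of at least 8% versus controls, or a plate z-score of at least 8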;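 note: Pro5 are CHO cells carrying HIG-tagged alpha-DG that lacks glycosylation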
ABHD5-PLIN5 inh: blocks binding of human ABHD5 to perilipin-5; Q00G26+Q8WTS1; Split G. princeps luciferase complementation, luminescence, 4 h; inhibition, % at 4 µM; 360,000 compounds, 0.78% hits;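 active = inhibition above the mean inhibition across every tested compound plus 3 SD, cut at about 22% in these data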;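 note: 0% = DMSO only wells and the 100% control is not disclosed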
MC4R ag barr: human MC4R agonism via beta-arrestin; 360,000 compounds, 0.98% hits; AID 540308; activation, % at 8.9 µM; P32245; U2OS MC4R beta-arrestin complementation, luminescence; percent of melanotan II response, DMSO zero;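 active = activation above a per-plate cutoff, the mean activation of sample wells on that plate plus 3 SD, cut at about 8% in these data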
Target sequence (P32245 whole entry, looked up): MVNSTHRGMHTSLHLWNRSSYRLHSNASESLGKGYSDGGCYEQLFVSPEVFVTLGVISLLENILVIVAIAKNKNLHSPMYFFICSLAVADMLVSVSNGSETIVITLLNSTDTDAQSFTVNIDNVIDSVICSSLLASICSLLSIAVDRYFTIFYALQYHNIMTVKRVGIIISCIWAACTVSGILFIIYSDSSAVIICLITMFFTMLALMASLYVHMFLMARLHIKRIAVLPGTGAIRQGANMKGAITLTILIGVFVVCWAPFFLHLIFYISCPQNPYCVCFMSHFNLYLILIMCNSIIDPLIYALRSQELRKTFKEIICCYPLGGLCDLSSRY
MC4R antag cAMP: antagonists of human melanocortin 4 receptor (MC4R); P32245; MC4R-expressing cells, MTII-stimulated cAMP, LANCE TR-FRET; inhibition, % at 6.5 µM; 360,000 compounds, 0.48% hits; AID 540295;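 active = inhibition above its plate's cutoff, the mean of tested wells on that plate plus 3 SD, cut at about 29% in these data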;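 note: 0% = Melanotan II alone and 100% = Melanotan II plus saturating MCL0020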
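Assay system: human MC4R-expressing U2OS cells; reagent: Melanotan II stimulation of cells; dosing: 6.5 µM single dose; timing: compound 30 min, challenge 1 h, detection 1 h; signal: TR-FRET cAMP assay; replicates: one well per compound, no replicates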
ABCB6 inh 2: blocks the human ABCB6 transporter | K562-ABCB6 porphyrin accumulation, flow cytometry, 1 h; hits give low values | fluorescence ratio to DMSO, % at 10 µM | 360,000 compounds, 0.19% hits;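 active = fluorescence ratio to DMSO below 75%, the collection mean minus 3 SD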;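 note: signal is porphyrin accumulated inside mitochondria; 100% equals median channel fluorescence of DMSO control wells; lower ratio means ABCB6 inhibition with less porphyrin fluorescence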
HTR2A ag: agonists of mouse serotonin 5-HT2A receptor (HTR2A); CHO-K1 mHTR2A beta-arrestin complementation, luminescence; percent of 30 µM serotonin response; activation, % at 7.6 µM; 360,000 compounds, 0.66% hits;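 active = activation above a run cutoff, the mean activation of all tested compounds plus 3 SD, cut at about 14% in these data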;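 note: 0% = plate median of compound wells and 100% = 30 µM serotonin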
Target sequence (P35363 whole entry, looked up): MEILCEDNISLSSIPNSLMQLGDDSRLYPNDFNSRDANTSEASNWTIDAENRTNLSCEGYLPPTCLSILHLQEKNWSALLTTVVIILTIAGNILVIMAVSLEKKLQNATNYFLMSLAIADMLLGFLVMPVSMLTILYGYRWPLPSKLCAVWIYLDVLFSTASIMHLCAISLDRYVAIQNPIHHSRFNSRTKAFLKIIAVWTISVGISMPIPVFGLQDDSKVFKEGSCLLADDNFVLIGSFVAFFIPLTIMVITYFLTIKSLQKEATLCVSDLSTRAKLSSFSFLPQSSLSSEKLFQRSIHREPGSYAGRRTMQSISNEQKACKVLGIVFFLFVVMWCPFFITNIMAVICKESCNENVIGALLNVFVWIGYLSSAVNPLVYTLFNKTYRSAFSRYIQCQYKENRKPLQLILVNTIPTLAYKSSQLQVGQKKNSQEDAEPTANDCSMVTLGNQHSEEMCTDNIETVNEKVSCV
Glyco luc inh: blocks N-linked glycosylation in D54 reporter cells; reporter increase, % at 12.5 µM; 360,000 compounds, 0.23% hits; D54 ERlucT glycosylation luciferase reporter, 24 h; percent of 100 nM tunicamycin response;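 active = mean luciferase reporter signal, scaled so untreated is 0 and the glycosylation-blocking control 100, at or above a set limit in every replicate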;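 note: luciferase carries N-glycosylation sites so blocking glycosylation raises the light; 0% = median of neutral control wells and 100% = median of 100 nM tunicamycin wells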
iPSC survival up: hiPSC single-cell survival enhancement. ATPlite luminescence; 100% = ROCK inhibitor wells, 0% = DMSO. survival enhancement, % at 20 µM. 360,000 compounds, 0.044% hits. AID 602274; in the data active = survival enhancement above about 18%;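 note: cells exposed to compounds for 16 hours before the ATP read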
Exocytosis inh: lytic granule exocytosis inhibition; TALL-104 LAMP-1 surface exposure, flow cytometry; cells stimulated with thapsigargin and PMA; 360,000 compounds, 0.66% hits; AID 651702; inhibition, % at 10 µM;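 active = inhibition above about 55%, limit read from the data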
H9c2 protect: modulators protecting cardiomyocytes from myocardial damage; H9c2 cardiomyocytes, H2O2 injury protection, ATPLite, 2 h; protection from H2O2 cell death, % at 20 µM; 360,000 compounds, 0.63% hits; AID 588492;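 active = compounds giving at least 50% protection of heart cells from peroxide-induced death in the single-dose screen, raw or plate-pattern-corrected value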;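 note: 0% = DMSO wells with peroxide and 100% = DMSO wells without peroxide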
Numbers without * were called inactive; . = no result given.

A first look (9 entries):
# | canonical_smiles | ABCB6 inh 2 | H9c2 protect | Glyco luc inh | MC4R ag barr | aDG glyco up | iPSC survival up | Exocytosis inh | MC4R antag cAMP | HTR2A ag | ABHD5-PLIN5 inh
1 | CCN1CCN(C(=S)NCC(C)C)CC1 | 98.0 | 4.5 | -1.4 | -0.6 | 0.1 | 0.4 | 0.1 | -1.3 | 3.4 | 1.2
2 | COc1cc(OC)cc(C(=O)NNS(=O)(=O)c2ccc(F)cc2)c1 | 103.0 | -1.9 | 1.2 | -0.5 | -0.2 | 2.8 | -1.1 | 0.7 | -4.8 | -4.0
3 | O=C(CN1C(=O)NC2(CCCCCC2)C1=O)c1ccc(F)cc1 | 99.0 | 10.2 | -1.9 | -2.1 | -0.1 | 1.7 | 1.5 | 9.1 | -0.1 | -8.9
4 | Cc1ccc(C2CC(c3cccs3)=NN2C(=O)CSc2nc(=O)n3ccc(C)cc3n2)cc1 (stereo not drawn) | 105.0 | 4.2 | 1.4 | -2.8 | -0.2 | 0.3 | -10.3 | -18.4 | 0.0 | 1.2
5 | CC(C)Cn1c(SCC(=O)NC2CCCc3ccccc32)nc(O)cc1=O (stereo not drawn) | 98.0 | 10.5 | 0.2 | 4.9 | -0.4 | 7.8 | 4.8 | 16.3 | 1.4 | -1.5
6 | COc1ccc(CNC(=O)c2cccc(NC(=O)CC3SC(N4CCCCC4)=NC3=O)c2)cc1 (stereo not drawn) | 96.0 | 8.2 | -4.1 | -1.1 | 0.6 | -0.7 | 9.7 | -1.1 | -5.6 | -1.2
7 | Cc1[nH]n(-c2ccccc2)c(=O)c1/C=N/Nc1nncc(-c2ccccc2)n1 | 92.0 | -18.3 | -11.9 | -1.7 | 0.3 | -1.7 | 2.3 | -0.4 | -2.7 | 11.4
8 | CCc1ccc2c(CN3CCN(S(=O)(=O)c4cccs4)CC3)cc(=O)oc2c1 | 100.0 | -2.5 | -5.7 | 4.2 | 0.5 | 2.5 | -0.6 | -1.2 | -0.1 | 13.8
9 | CCN(C(=S)NC(=O)c1ccccc1Br)C1CCCCC1 | 94.0 | 9.4 | -0.2 | 0.1 | -0.1 | 2.4 | 0.7 | 15.9 | 2.1 | 3.2

The whole of this part (from the top)
# | canonical_smiles | ABCB6 inh 2 | H9c2 protect | Glyco luc inh | MC4R ag barr | aDG glyco up | iPSC survival up | Exocytosis inh | MC4R antag cAMP | HTR2A ag | ABHD5-PLIN5 inh
1 | CCN1CCN(C(=S)NCC(C)C)CC1 | 98.0 | 4.5 | -1.4 | -0.6 | 0.1 | 0.4 | 0.1 | -1.3 | 3.4 | 1.2
2 | COc1cc(OC)cc(C(=O)NNS(=O)(=O)c2ccc(F)cc2)c1 | 103.0 | -1.9 | 1.2 | -0.5 | -0.2 | 2.8 | -1.1 | 0.7 | -4.8 | -4.0
3 | O=C(CN1C(=O)NC2(CCCCCC2)C1=O)c1ccc(F)cc1 | 99.0 | 10.2 | -1.9 | -2.1 | -0.1 | 1.7 | 1.5 | 9.1 | -0.1 | -8.9
4 | Cc1ccc(C2CC(c3cccs3)=NN2C(=O)CSc2nc(=O)n3ccc(C)cc3n2)cc1 (stereo not drawn) | 105.0 | 4.2 | 1.4 | -2.8 | -0.2 | 0.3 | -10.3 | -18.4 | 0.0 | 1.2
5 | CC(C)Cn1c(SCC(=O)NC2CCCc3ccccc32)nc(O)cc1=O (stereo not drawn) | 98.0 | 10.5 | 0.2 | 4.9 | -0.4 | 7.8 | 4.8 | 16.3 | 1.4 | -1.5
6 | COc1ccc(CNC(=O)c2cccc(NC(=O)CC3SC(N4CCCCC4)=NC3=O)c2)cc1 (stereo not drawn) | 96.0 | 8.2 | -4.1 | -1.1 | 0.6 | -0.7 | 9.7 | -1.1 | -5.6 | -1.2
7 | Cc1[nH]n(-c2ccccc2)c(=O)c1/C=N/Nc1nncc(-c2ccccc2)n1 | 92.0 | -18.3 | -11.9 | -1.7 | 0.3 | -1.7 | 2.3 | -0.4 | -2.7 | 11.4
8 | CCc1ccc2c(CN3CCN(S(=O)(=O)c4cccs4)CC3)cc(=O)oc2c1 | 100.0 | -2.5 | -5.7 | 4.2 | 0.5 | 2.5 | -0.6 | -1.2 | -0.1 | 13.8

Going on with the list:
# | canonical_smiles | ABCB6 inh 2 | H9c2 protect | Glyco luc inh | MC4R ag barr | aDG glyco up | iPSC survival up | Exocytosis inh | MC4R antag cAMP | HTR2A ag | ABHD5-PLIN5 inh
9 | CCN(C(=S)NC(=O)c1ccccc1Br)C1CCCCC1 | 94.0 | 9.4 | -0.2 | 0.1 | -0.1 | 2.4 | 0.7 | 15.9 | 2.1 | 3.2
10 | CC(O)[C@H]1CNCCN1CC1(c2ccccc2)CC1 (stereo partly drawn) | 99.0 | 2.0 | 1.3 | 1.9 | 0.0 | -2.0 | -3.4 | 4.5 | -1.9 | -4.6
11 | CC(C)C(=O)NC(Nc1cccc([N+](=O)[O-])c1)C(Cl)(Cl)Cl (stereo not drawn) | 97.0 | 1.1 | 2.2 | 2.8 | -0.1 | 0.6 | 10.9 | 1.0 | -3.1 | 14.6
12 | CC(=O)NS(=O)(=O)c1ccc(N2C(=O)c3ccccc3C2=O)cc1 | 103.0 | 16.1 | 2.4 | -0.7 | 0.0 | -0.7 | -0.3 | -4.3 | 4.0 | 1.3
13 | O=S(=O)(c1cccs1)N1CN(Cc2ccc(Cl)cc2)c2nc3ccccc3nc21 | 107.0 | -6.5 | 1.1 | 2.6 | 1.4 | 1.2 | -5.5 | 1.4 | -0.9 | 4.0
14 | c1ccc(CCCN2CCOCC2)cc1 | 104.0 | -0.2 | 0.2 | 1.2 | 0.3 | 0.4 | -2.8 | -7.1 | -5.8 | -10.5
15 | CCCCCC(=O)N/N=C/c1cccs1 | 103.0 | 4.6 | -0.4 | 1.0 | 0.2 | -1.8 | -3.1 | 15.3 | -1.5 | -6.9
16 | COc1cccc(COC(=O)C2CCN(S(=O)(=O)c3cccs3)CC2)c1OC | 101.0 | -4.6 | 2.4 | -1.4 | -0.1 | 0.5 | -0.1 | 7.8 | 6.8 | 3.0

Remaining list, next part.
# | canonical_smiles | ABCB6 inh 2 | H9c2 protect | Glyco luc inh | MC4R ag barr | aDG glyco up | iPSC survival up | Exocytosis inh | MC4R antag cAMP | HTR2A ag | ABHD5-PLIN5 inh
17 | COc1ccc(/C=N/NC(=O)c2cccc(OC(F)(F)C(F)F)c2)cc1O | 96.0 | 0.8 | -2.4 | -1.1 | -0.1 | 4.8 | 1.7 | 16.9 | 0.2 | 3.9
18 | O=C(Nc1ccc(Cl)c(Cl)c1)c1ccc(Cl)c(Cl)c1 | 96.0 | -17.3 | -3.2 | 14.4* | 0.7 | -0.4 | 3.4 | -3.2 | -0.3 | -16.2
19 | O=C1NC[C@H](Cc2ccccc2)N(C[C@@H]2CCCN2C[C@H](Cc2ccc(O)cc2)N2C[C@H](Cc3ccccc3)N(CC3CCCCCC3)C(=O)C2=O)C1=O | 99.0 | . | . | . | -0.2 | 0.6 | 1.6 | . | 3.6 | 14.0
20 | C/C(=N\NC(=O)CCc1ccccc1)c1ccc(Br)cc1 | 93.0 | -3.7 | 2.0 | -0.5 | 0.2 | 6.3 | 9.3 | 0.4 | -3.4 | 2.6
21 | N#Cc1ccsc1NC(=O)C1CCN(C(=O)c2ccc(F)cc2)CC1 | 92.0 | 4.7 | 0.4 | 0.0 | 4.3 | -0.2 | 14.3 | -0.7 | 3.7 | 10.0

The order is random; any-hit rate near 4.5%.
